# S1P4 ag: human S1P4 receptor agonism. O95977. activation, % at 4.98 µM. S1P4-expressing cell line, agonist reporter assay. hit rate 0.35% among 220,000. AID 1509; in the data active = activation above about 11%;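 note: 0% = DMSO vehicle and 100% = reference agonist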
# Target sequence (O95977 whole entry, looked up): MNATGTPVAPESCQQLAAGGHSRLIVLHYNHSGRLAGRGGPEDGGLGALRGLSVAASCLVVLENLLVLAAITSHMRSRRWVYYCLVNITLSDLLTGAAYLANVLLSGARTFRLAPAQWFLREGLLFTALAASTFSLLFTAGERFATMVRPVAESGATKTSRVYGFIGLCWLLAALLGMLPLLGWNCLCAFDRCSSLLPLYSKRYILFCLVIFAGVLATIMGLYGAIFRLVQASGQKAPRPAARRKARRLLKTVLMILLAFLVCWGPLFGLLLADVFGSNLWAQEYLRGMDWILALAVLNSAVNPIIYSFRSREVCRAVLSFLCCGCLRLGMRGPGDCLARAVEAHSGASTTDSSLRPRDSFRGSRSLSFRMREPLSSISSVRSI
# S1P4 antag: blocks the human S1P4 receptor | O95977 | S1P4-expressing cells, antagonist mode, reporter read-out | inhibition, % at 4.98 µM | hit rate 0.26% among 220,000; in the data active = inhibition above about 29%;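 note: 0% = wells stimulated with agonist and 100% = vehicle wells without agonist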
# TRPML3 ag: activates the human TRPML3 channel; HEK293 TRPML3-YFP, Fluo-8 calcium fluorescence; 100% = the carbachol control signal; Q8TDD5; activation, % at 3 µM; hit rate 0.29% among 220,000;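 active = activation above its plate's cutoff, the mean activation of the plate's test wells plus 3 SD, cut at about 12% in these data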;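 note: 0% = DMSO only wells and 100% = carbachol wells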
#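 system = HEK293 cells stably carrying human TRPML3-YFP | doses = one concentration, 3 µM nominal, 0.3% DMSO | timing = dye loading 1 h 37 °C then 30 min ambient, 125 s read | detection = Fluo-8 calcium dye fluorescence, ex 470-495, em 515-575 nm | benchmarks = high control carbachol 87 µM, low control DMSO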
# PERK inh: blocks human PERK kinase; hit rate 0.17% among 220,000; CHO PERK-DD fusion, SEAP luminescence translation reporter; AID 1416; inhibition, % at 5.6 µM; Q9NZJ5;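 active = inhibition above the mean inhibition of all tested compounds plus 3 SD, set separately per screening campaign, cut at about 2.9% in these data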;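 note: PERK kinase domain activated by AP20187 dimerizer at 100 nM; 0% = DMSO with dimerizer and 100% = rapamycin at 8.4 µM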
# m-calpain inh: calpain II (pig) inhibition. purified calpain II, fluorogenic peptide substrate, 30 min. inhibition, % at 16 µM. hit rate 0.37% among 220,000. AID 1236;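 active = inhibition above about 50%, limit read from the data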
# Ba/F3 V617F tox: lowers viability of Ba/F3 cells expressing EpoR and JAK2V617F. ATP luminescence. inhibition, % at 5.6 µM. hit rate 1.1% among 220,000;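 active = inhibition above the campaign mean plus 3 SD over all tested compounds, cut at about 24% in these data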;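 note: cytokine-independent growth of Ba/F3 cells driven by EpoR plus mutant JAK2; 0% = DMSO-treated cells and 100% = JAK inhibitor I control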
# BaF3 tox: counter-screen for JAK2V617F inhibitors: parental Ba/F3 viability inhibitors; hit rate 1.1% among 220,000; CellTiter-Glo ATP luminescence; inhibition, % at 5.6 µM;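 active = inhibition above a per-campaign cutoff, the mean inhibition of all tested compounds plus 3 SD, cut at about 27% in these data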;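 note: 0% = DMSO wells and 100% = JAK Inhibitor I control wells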
# zfTRPN1 agonist: agonists of zebrafish TRPN1 channel | hit rate 0.18% among 220,000 | HEK293 zebrafish TRPN1-YFP, Fluo-8 calcium fluorescence; 100% = response to 87 µM carbachol | activation, % at 3 µM;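 active = activation above its plate's cutoff, the mean activation of test wells on that plate plus 3 SD, cut at about 19% in these data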;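 note: 0% = DMSO alone and 100% = 87 µM carbachol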
#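 Assay system: Zebrafish TRPN1-YFP in HEK293 cells | Incubation: Dye loading 1 h at 37 °C, then 30 min room temperature | Measured by: Kinetic Fluo-8 fluorescence, ex 470-495, em 515-575 nm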
# EP2 modulator: modulates human prostaglandin E2 receptor EP2 signaling; AID 940; EP2-expressing cells, cAMP HTRF FRET, PGE2 co-stimulation; hit rate 0.83% among 260,000; P43116; induction, % at 25 µM;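 active = compounds whose cAMP rise, as percent of the full-agonist control response, exceeds 60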;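 note: rat C6 glioma line stably carrying human EP2 under a CMV promoter; the protocol text gives 20 µM as final concentration; 100% = response of wells given 1 µM PGE2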
# Target sequence (P43116 whole entry, looked up): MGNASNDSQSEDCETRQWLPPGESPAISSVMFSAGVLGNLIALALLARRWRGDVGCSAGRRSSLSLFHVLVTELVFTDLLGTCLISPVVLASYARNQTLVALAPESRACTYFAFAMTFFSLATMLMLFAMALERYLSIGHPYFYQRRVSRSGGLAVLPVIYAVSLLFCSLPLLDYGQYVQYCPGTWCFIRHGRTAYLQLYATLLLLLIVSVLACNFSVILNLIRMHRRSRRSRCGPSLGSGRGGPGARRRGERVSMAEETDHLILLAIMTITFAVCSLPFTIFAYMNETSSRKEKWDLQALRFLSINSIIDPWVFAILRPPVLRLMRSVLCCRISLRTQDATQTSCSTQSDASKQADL
# Starred values were filed as active, the others as inactive.
SMILES,S1P4 ag,S1P4 antag,TRPML3 ag,PERK inh,m-calpain inh,Ba/F3 V617F tox,BaF3 tox,zfTRPN1 agonist,EP2 modulator
O=C(O)c1ccccc1-c1ccccc1C(=O)Nc1cccc(-c2nc3ccccc3o2)c1,1.7,-8,0.0,-0.2,-10,0,5,3.0,-24
COc1ccc(/C=N/n2c(N)c(S(=O)(=O)c3cccs3)c3nc4ccccc4nc32)cc1OC,0.9,-8,0.8,-1.6,-144,1,4,1.6,7
N#C/C(=C/c1cn(-c2ccccc2)nc1-c1cccc(OCc2ccccc2)c1)C(=O)NCCCn1ccnc1,-2.7,-6,0.8,-0.6,-14,-1,3,2.7,4
c1ccc(Oc2cccc(CN3CCOCC3)c2)cc1,0.2,-4,-0.9,0.1,-9,4,7,-0.9,32
COC(=O)C1=C(C)N(C(C)c2ccccc2)C(=O)C1 (centres undefined),-0.5,-2,0.0,0.7,-9,-5,0,-1.4,-4
Cc1ccc(S(=O)(=O)N[C@H](C(=O)OCC(=O)N2N=C(c3ccc(Cl)cc3)CC2c2ccco2)C(C)C)cc1 (some centres undefined),2.2,2,-0.3,-1.0,-11,-3,-1,-0.2,15
Cc1ccc(C)c(-n2c(Cc3cc(=O)[nH]c(=O)[nH]3)nnc2SCC(=O)NCC2CCCO2)c1 (centres undefined),-0.1,0,0.8,0.2,0,-1,9,0.5,35
CCc1cccc(CC)c1NC(=S)N1CCn2cccc2C1c1ccncc1 (centres undefined),0.0,-15,0.8,1.4,15,-2,2,0.1,12
Cc1ccc(/C=c2\sc3n(c2=O)CN(c2ccc(Br)cc2)CN=3)o1,-0.5,-25,0.7,-0.7,-19,-4,1,0.0,-49
CC(=O)Nc1ccc(NC(=O)CCn2c(=S)oc3ccccc32)cc1,0.2,-16,0.6,-0.1,17,3,2,2.4,-6

# A draw from above in order of length of the SMILES, rising:
SMILES,S1P4 ag,S1P4 antag,TRPML3 ag,PERK inh,m-calpain inh,Ba/F3 V617F tox,BaF3 tox,zfTRPN1 agonist,EP2 modulator
c1ccc(Oc2cccc(CN3CCOCC3)c2)cc1,0.2,-4,-0.9,0.1,-9,4,7,-0.9,32
Cc1ccc(/C=c2\sc3n(c2=O)CN(c2ccc(Br)cc2)CN=3)o1,-0.5,-25,0.7,-0.7,-19,-4,1,0.0,-49
O=C(O)c1ccccc1-c1ccccc1C(=O)Nc1cccc(-c2nc3ccccc3o2)c1,1.7,-8,0.0,-0.2,-10,0,5,3.0,-24

# (further entries)
SMILES,S1P4 ag,S1P4 antag,TRPML3 ag,PERK inh,m-calpain inh,Ba/F3 V617F tox,BaF3 tox,zfTRPN1 agonist,EP2 modulator
CC(NS(=O)(=O)c1ccccc1)C(N)=O (centres undefined),0.7,-4,0.7,0.9,-23,1,4,1.8,28
CC(C)CC(=O)NCC(C)NC(=O)CC(C)C (centres undefined),-2.1,-3,0.2,1.1,10,-4,-2,1.3,16
CCC(=O)Nc1cc2nn(-c3ccc(OC)cc3)nc2cc1C,-0.1,-3,0.6,0.2,-153,0,8,0.4,7
CCC(C)NC(=O)Cn1nc(C(F)(F)F)c2c1CCCC2 (centres undefined),1.7,-6,0.3,-0.8,10,-2,0,0.3,13
O=C(Nc1cccc([N+](=O)[O-])c1)C1C2/C=C\CCCCC21 (centres undefined),0.1,-10,1.1,0.5,-1,3,7,-0.4,3
COC(=O)C1=C(C)NC(C)=C(C(=O)OC)C1/C=C/c1ccccc1,0.3,4,-0.4,0.0,-98,1,3,0.9,5
O=C(/C=C/c1ccc(Cl)cc1Cl)N1CCN(c2ccc([N+](=O)[O-])c(N3CCOCC3)c2)CC1,-1.4,-10,0.6,0.7,-53,-1,2,0.8,13
COc1ccccc1-n1cc(CN2CCN(CC(C)C)C(CCO)C2)cn1 (centres undefined),-2.0,0,0.8,-0.6,-13,-3,1,0.5,20
CCOC(=O)c1nccnc1C(=O)Nc1ccc(C(F)(F)F)cc1,-1.2,-9,0.5,1.3,35,-2,-2,0.0,-25
O=S(=O)(c1ccc(NC(=S)NC2CCCC2)cc1)N1CCCC1,1.3,0,4.0,0.7,-8,1,7,6.0,-43

# Compound profiles, as listed above. Values in the order: S1P4 ag | S1P4 antag | TRPML3 ag | PERK inh | m-calpain inh | Ba/F3 V617F tox | BaF3 tox | zfTRPN1 agonist | EP2 modulator
# `COC(=O)C1=C(C)NC(C)=C(C(=O)OC)C1/C=C/c1ccccc1` reads 0.3 | 4 | -0.4 | 0.0 | -98 | 1 | 3 | 0.9 | 5
# `COc1ccccc1-n1cc(CN2CCN(CC(C)C)C(CCO)C2)cn1` (centres undefined) reads -2.0 | 0 | 0.8 | -0.6 | -13 | -3 | 1 | 0.5 | 20
# `O=S(=O)(c1ccc(NC(=S)NC2CCCC2)cc1)N1CCCC1` reads 1.3 | 0 | 4.0 | 0.7 | -8 | 1 | 7 | 6.0 | -43

# Next entries follow:
SMILES,S1P4 ag,S1P4 antag,TRPML3 ag,PERK inh,m-calpain inh,Ba/F3 V617F tox,BaF3 tox,zfTRPN1 agonist,EP2 modulator
O=C(NCCN=C1NS(=O)(=O)c2ccccc21)c1ccc(S(=O)(=O)N2CCOCC2)cc1,2.2,-27,1.1,2.2,26,-1,2,0.9,13
COC(=O)c1ccccc1NC(=O)Cn1c(-c2nonc2N)nc2ccccc21,1.4,-8,0.5,0.3,-38,50*,50*,-1.0,42
CCOc1ccc(-c2nnc(-c3ccccc3)o2)cc1,-4.2,-20,0.1,0.5,-54,2,4,0.2,3
CCOc1cc(/C=N/NC(=O)CN2CCCCC2)ccc1OCc1ccc(Cl)cc1,-0.4,-12,0.5,-0.4,17,2,4,0.9,-33
COc1cccc(NC(=O)C(C#N)Cc2ccncc2)c1 (centres undefined),1.4,-8,0.7,-0.4,0,-3,1,0.6,-4
COc1ccc(N2CCN(Cc3nc4cc(Cl)ccc4c(=O)[nH]3)CC2)cc1,-0.6,-11,0.9,0.7,-24,2,5,0.6,-5
COc1ccc(O)c(/C=N/N=C2/C(=O)Nc3ccccc32)c1,0.3,-18,0.2,1.6,17,-1,2,-0.6,-23
O=C(N/N=C\c1ccc([N+](=O)[O-])s1)c1cncc(Br)c1,-1.6,0,0.5,0.4,6,2,8,0.8,-1
CC1CC(C)CN(CC(O)COc2ccc3c(c2)CCC3)C1 (centres undefined),-1.9,-6,0.3,-1.2,30,6,11,-0.7,-38
COc1ccccc1-c1cc2nc(C)c(CCC(=O)NCc3ccc(F)cc3)c(C)n2n1,0.8,-3,-0.1,-2.5,-55,1,6,0.3,-42

# As a short view, part of the list above:
SMILES,S1P4 ag,S1P4 antag,TRPML3 ag,PERK inh,m-calpain inh,Ba/F3 V617F tox,BaF3 tox,zfTRPN1 agonist,EP2 modulator
O=C(NCCN=C1NS(=O)(=O)c2ccccc21)c1ccc(S(=O)(=O)N2CCOCC2)cc1,2.2,-27,1.1,2.2,26,-1,2,0.9,13
COC(=O)c1ccccc1NC(=O)Cn1c(-c2nonc2N)nc2ccccc21,1.4,-8,0.5,0.3,-38,50*,50*,-1.0,42

# Continued.
SMILES,S1P4 ag,S1P4 antag,TRPML3 ag,PERK inh,m-calpain inh,Ba/F3 V617F tox,BaF3 tox,zfTRPN1 agonist,EP2 modulator
COc1ccc(Oc2c(C)oc3c(CN(C)C)c(O)ccc3c2=O)cc1,-2.3,-1,0.0,0.3,-413,5,2,-0.2,-33
COCCN(C(=O)c1ccccc1F)c1c(N)n(Cc2ccccc2)c(=O)[nH]c1=O,-0.2,-13,-0.1,1.2,8,-1,3,-1.0,16
Cc1cccc(NC(=O)CSc2nnc(-c3ccccc3)n2N)c1C,0.4,-4,-0.1,-0.4,-15,-1,0,0.5,-16
CCCn1c(=N)n(CC(=O)C(C)(C)C)c2ccccc21,-0.9,-3,-0.5,-0.7,-25,4,5,-0.9,-19
CC(C)N1C(=O)CCC1C(=O)N1CCC(Cc2ccccc2)CC1 (centres undefined),1.1,5,0.9,1.3,2,-4,0,0.1,11
Cc1ccc(/C(N)=N/OC(=O)c2cccc(Cn3cc(C(F)(F)F)ccc3=O)c2)cc1,0.9,2,-1.1,1.0,18,-4,0,-2.1,8
O=C(O)CCC(=O)c1ccc2c(c1)CCCC2,0.3,-10,1.2,0.0,-5,-2,2,-0.7,27
CC(C)NC(=O)COC(=O)c1ccc(NS(=O)(=O)c2ccc3c(c2)OCCO3)cc1,0.0,-9,0.3,0.5,6,1,7,-0.1,0
COc1ccc(-c2cc3nc4n(c(=O)c3s2)CCCCC4)cc1,-0.7,-5,0.6,0.5,-327,-1,-5,0.7,-34
CC(=O)/C(N=Nc1ccc(C(=O)O)cc1)=C(\C)O,-0.9,4,0.9,0.3,-9,0,-2,-0.9,0
O=C(Oc1ccc(Br)cc1)C1CC(=O)N(c2ccc(F)cc2)C1 (centres undefined),-0.1,-13,0.5,0.0,-24,5,3,-0.3,-17
CCCc1ccc(OCC(=O)NNC(=O)c2cccnc2)cc1,0.8,-4,0.6,1.2,-10,1,6,0.1,25
Cc1cc(NC(=O)CSc2nc(-c3ccco3)cc(C(F)(F)F)n2)n(-c2ccccc2)n1,1.0,-7,0.9,0.1,-63,0,4,-0.2,-15
COc1ccc(N2CCN(C(=O)c3csc4ccccc34)CC2)cc1,1.1,0,1.0,-0.4,19,-3,3,-0.2,-16
CC(C)NC(=O)NC(=O)COC(=O)/C=C/c1ccc2c(c1)OCO2,-0.8,-2,-0.2,0.3,-38,-3,-3,0.5,-31
Cc1ccc(OCC(=O)NCC(=O)Nc2ccc(F)cc2)c([N+](=O)[O-])n1,1.8,3,0.2,-0.2,3,-1,-1,0.0,-11
CCC(C)(C(=O)NC1CCCC1)N(Cc1ccco1)C(=O)Cc1cccs1 (centres undefined),0.2,-6,-0.1,-0.3,26,-2,1,-1.3,34
O=C(CN1C2=NCCN2c2ccccc21)c1ccc(Br)cc1,-0.3,5,0.4,-1.5,-3,0,0,0.2,-2
O=C(NCCc1ccccc1)c1ccccc1NS(=O)(=O)N1CCCC1,-3.7,-2,-0.6,-1.1,-255,-2,4,-0.7,10
O=C(COc1ccc(Cl)cc1)N/N=C/CCc1ccccc1,-2.8,-2,0.3,1.1,-13,3,5,-1.0,-19
Cc1[nH]c2c([N+](=O)[O-])cccc2c1C,0.5,-19,-1.3,2.4,19,0,-2,-2.9,-8
COc1ccc2o/c(=N\O)c(C(=O)Nc3ccc(C)cc3)cc2c1,0.1,-3,0.2,2.7,-23,0,3,-0.2,1
CN(C)S(=O)(=O)c1cccc(NC(=O)c2cc(-c3cccs3)nn2-c2ccccc2)c1,-0.4,-9,1.1,-1.1,-17,-2,4,1.4,6
CCOc1ccc(OCC)c(NC(=O)CN2CCN(C(=O)c3ccco3)CC2)c1,-1.0,-23,0.2,-0.3,-58,-2,0,0.1,20
COc1ccc(Nc2ncc3c(n2)CC(c2ccc(OC)cc2)CC3=O)cc1 (centres undefined),0.9,-32,0.6,0.3,-110,5,7,-0.2,-9
NC1=NC(=O)S/C1=C\c1ccc(F)cc1,0.0,-24,0.5,1.1,-16,-2,6,0.2,-25

# A second format for 2 compounds above.
Compound	S1P4 ag	S1P4 antag	TRPML3 ag	PERK inh	m-calpain inh	Ba/F3 V617F tox	BaF3 tox	zfTRPN1 agonist	EP2 modulator
NC1=NC(=O)S/C1=C\c1ccc(F)cc1	0.0	-24	0.5	1.1	-16	-2	6	0.2	-25
CN(C)S(=O)(=O)c1cccc(NC(=O)c2cc(-c3cccs3)nn2-c2ccccc2)c1	-0.4	-9	1.1	-1.1	-17	-2	4	1.4	6

# Compound activity (PubChem)
